IDH1 R132H inh: qHTS for Inhibitors of mutant isocitrate dehydrogenase 1 (IDH1): qHTS | Isocitrate dehydrogenase [NADP] cytoplasmic (Homo sapiens), O75874 | IDH1-R132H enzyme, NADPH consumption, diaphorase/resazurin fluorescence | Potency, µM (doses to about 76.6 µM), for inactives: at the highest dose activity change, negative = inhibition, most hits filed as inhibitors | 390,000 compounds, 0.093% hits | AID 602179, 2012; further: on the % scale 0 is the no-effect control and ±100 the full control effect; nearly all actives have a fitted effect of over 65% in size
Target sequence (O75874 whole entry R132H, stated change not applied): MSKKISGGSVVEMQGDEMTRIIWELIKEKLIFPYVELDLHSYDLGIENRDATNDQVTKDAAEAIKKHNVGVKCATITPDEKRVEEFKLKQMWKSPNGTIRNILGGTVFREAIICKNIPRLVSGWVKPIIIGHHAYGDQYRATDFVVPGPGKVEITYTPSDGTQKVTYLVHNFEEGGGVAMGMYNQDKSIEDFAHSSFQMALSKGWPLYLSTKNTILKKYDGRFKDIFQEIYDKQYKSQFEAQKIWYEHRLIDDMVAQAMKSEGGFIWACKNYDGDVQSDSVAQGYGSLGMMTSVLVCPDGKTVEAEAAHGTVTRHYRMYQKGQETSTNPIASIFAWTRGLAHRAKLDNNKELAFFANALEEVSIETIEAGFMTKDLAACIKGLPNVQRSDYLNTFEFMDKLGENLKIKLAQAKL
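IDH1-R132H (0.5 ug/mL dispensed) in pH 7.5 Tris buffer was preincubated 30 min with compound, then given a substrate mix of 0.016 mM NADPH and 2 mM alpha-KG for 80 min at room temperature; remaining NADPH was read by diaphorase/resazurin fluorescence.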
USP1-UAF1 inh: Inhibitors of USP1/UAF1: Primary Screen | recombinant USP1/UAF1, Ub-Rhodamine cleavage fluorescence | Potency, µM (doses to about 57.1 µM), for inactives: at the top dose activity change, negative = inhibition, actives largely listed as inhibitors | 390,000 compounds, 0.23% hits | AID 743255, 2014; further: on the % scale 0 is the no-effect control and ±100 the full control effect; nearly all actives have a fitted effect of over 60% in size; inactives centre near -12
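Step one: compound is pinned into 1nM USP1/UAF1 in HEPES pH 7.8 buffer with TCEP. Step two: 15 min room-temperature incubation. Step three: Ub-Rho (150nM final) starts cleavage, tracked by fluorescence over six one-minute reads.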
RXFP1 ag: qHTS Assay for Agonists of the Relaxin Receptor RXFP1. Relaxin receptor 1 (Homo sapiens), Q9HBX9. HEK293T-RXFP1 cAMP TR-FRET, 30 min; response scale: percent of porcine relaxin response, buffer zero. 370,000 compounds, 0.3% hits. AID 2676, 2010. Potency, µM (top dose mostly 57.5 µM), inactives show at the top dose activation, hits mostly activators; further: on the % scale 0 is the no-effect control and ±100 the full control effect; nearly all actives have a fitted effect of over 60% in size; many of its hits are not listed in these tables
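HEK293 cells stably expressing RXFP1, treated 30 min at 37C with compounds plus PDE4 inhibitor Ro 20174; cAMP measured by HTRF TR-FRET. Normalized to buffer and 29 nM porcine relaxin; EC50 by Hill fit.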
TrxR1 substrate: qHTS Assay for Substrates of Mammalian Selenoprotein Thioredoxin Reductase 1 (TrxR1): qHTS; Thioredoxin reductase 1, cytoplasmic (Rattus norvegicus), O89049; purified TrxR1 substrate turnover, NADPH consumption readout; Potency, µM (titrated, usually from 114 µM), without a hit: at the highest dose activity change, negative = substrate turnover; 390,000 compounds, 0.01% hits; AID 588456, 2011; further: on the % scale 0 is the no-effect control and ±100 the full control effect; nearly all actives have a fitted effect of over 50% in size
Target sequence (O89049 whole entry, looked up): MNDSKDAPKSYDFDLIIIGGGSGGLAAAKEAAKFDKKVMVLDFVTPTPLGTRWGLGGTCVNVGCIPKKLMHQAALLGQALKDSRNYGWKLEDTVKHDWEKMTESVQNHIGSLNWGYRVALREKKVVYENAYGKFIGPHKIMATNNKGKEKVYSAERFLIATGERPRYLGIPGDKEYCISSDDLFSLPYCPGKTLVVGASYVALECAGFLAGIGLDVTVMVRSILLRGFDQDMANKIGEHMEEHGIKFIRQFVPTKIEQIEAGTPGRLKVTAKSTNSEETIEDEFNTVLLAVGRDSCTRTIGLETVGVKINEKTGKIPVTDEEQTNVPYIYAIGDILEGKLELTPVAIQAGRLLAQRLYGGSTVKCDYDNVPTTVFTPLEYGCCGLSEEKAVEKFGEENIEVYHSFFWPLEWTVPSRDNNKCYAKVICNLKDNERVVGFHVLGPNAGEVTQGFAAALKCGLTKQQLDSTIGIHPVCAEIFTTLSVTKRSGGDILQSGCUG
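Rat TrxR1, dispensed at 90 nM, was prereduced with 400 uM NADPH (final) for 5 min at ~22 deg C, then incubated with compound 15 min before 400 uM selenite. A first-read NADPH fluorescence drop versus no-compound background flagged substrates.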
Vif-A3F inh: qHTS for Inhibitors of Vif-A3F Interactions: qHTS. HeLa A3F-eYFP + Vif (tagged APOBEC3F with the HIV-1 protein that degrades it), YFP fluorescence increase. Potency, µM (top dose mostly 46.1 µM), inactives show at the top dose activity, negative = active. 390,000 compounds, 0.2% hits. AID 602313, 2012; further: % of control where 0% means no effect; nearly all actives have a fitted effect of over 65% in size
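Fluorescence increase (Ex 488/Em 500-530) after overnight compound treatment at 37 deg C flags inhibition of Vif-driven A3F-eYFP loss in stable HeLa A3F-eYFP/Vif cells seeded overnight beforehand.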
TrxR1 inh: qHTS Assay for Inhibitors of Mammalian Selenoprotein Thioredoxin Reductase 1 (TrxR1): qHTS | 390,000 compounds, 1% hits | Potency, µM (doses to about 114 µM), for inactives: top-dose activity change, negative = inhibition, most hits filed as inhibitors | recombinant rTrxR1, NADPH fluorescence consumption, selenite substrate | Thioredoxin reductase 1, cytoplasmic (Rattus norvegicus), O89049 | AID 588453, 2011; further: on the % scale 0 is the no-effect control and ±100 the full control effect; nearly all actives have a fitted effect of over 65% in size
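Rat TrxR1 (90 nM in the dispensed reagent) was pre-reduced with 400 uM NADPH for 5 min at room temperature, then incubated with compound for 15 min. After 400 uM selenite was added, NADPH fluorescence (Ex 340/Em 450 nm) was followed for 8 min.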
Vif-A3G inh: qHTS for Inhibitors of Vif-A3G Interactions: qHTS; AID 602310, 2012; DNA dC->dU-editing enzyme APOBEC-3G (Homo sapiens), Q9HC16; HeLa A3G-eYFP + Vif (tagged APOBEC3G with the HIV-1 protein that degrades it), YFP fluorescence, overnight; Potency, µM (doses to about 46.1 µM), for the others: at the highest dose activity, negative = active, usual class: inhibitors; 410,000 compounds, 0.076% hits;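 further: on the % scale 0 is the no-effect control and ±100 the full control effect; nearly all actives have a fitted effect of over 60% in size; hits raise eYFP signal because A3G escapes Vif-driven loss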
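HeLa cells stably expressing Vif and C-terminally eYFP-tagged A3G, seeded overnight at 37 deg C, then exposed to compound by pintool overnight at 37 deg C. Rise in yellow fluorescence (Ex 488/Em 500-530, Acumen) marks blocked Vif-driven A3G degradation.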
ALOX12 inh: Primary qHTS assay for inhibitors of human arachidonate 12S-lipoxygenase (ALOX12): Round 2; Polyunsaturated fatty acid lipoxygenase ALOX12 (Homo sapiens), P18054; purified 12hLO, xylenol orange hydroperoxide absorbance; Potency, µM (highest dose often 108 µM), without a hit: at the highest dose activity change, negative = inhibition, actives largely listed as inhibitors; 580,000 compounds, 1.1% hits; AID 1671190, 2021; further: on the % scale 0 is the no-effect control and ±100 the full control effect
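Hydroperoxide product was detected by ferrous iron/xylenol orange as the 573 to 405 nm absorbance ratio. Arachidonic acid at 40 uM (final) was turned over for 30 min at room temperature by 150 nM human 12hLO, pH 7.0 Hepes buffer, after 15 min compound preincubation.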
RGS4 inh: Inhibitors of Regulator of G Protein Signaling (RGS) 4: qHTS. 390,000 compounds, 0.039% hits. Transcreener GDP fluorescence polarization, RGS4-accelerated GTP hydrolysis. Potency, µM (doses to about 114 µM), inactives show top-dose activity change, negative = inhibition, hits mostly inhibitors; further: on the % scale 0 is the no-effect control and ±100 the full control effect; nearly all actives have a fitted effect of over 75% in size; some results filed as inactive show a strong effect at the top dose
Target sequence (P49798 whole entry, looked up): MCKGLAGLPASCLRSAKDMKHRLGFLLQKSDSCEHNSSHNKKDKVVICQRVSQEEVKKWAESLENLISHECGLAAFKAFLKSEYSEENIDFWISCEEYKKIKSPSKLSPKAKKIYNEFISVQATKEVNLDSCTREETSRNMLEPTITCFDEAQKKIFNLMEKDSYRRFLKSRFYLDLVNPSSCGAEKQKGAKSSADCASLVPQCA
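MLSMR compounds (23 nl, pin-transferred) preincubated 10 min at room temperature with a 500nM (2x) first reagent, then RGS4 at 900nM (2x) plus Transcreener GDP mix added; fluorescence polarization (620/688 nm) read before and after 90 min at 30 °C.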
An asterisk follows results filed as active; [ ] = dose if it differs, or a comment. The call rests on the fitted dose curve; in most records, active means well fitted curve in the direction sought with a large enough effect; inconclusive means small, poorly fitted or top-dose-only effect, or another doubt; inactive means no such curve, though single readings can be large; an effect the other way counts as inactive or inconclusive. Potency means the concentration at half of the fitted maximal effect.

How did CC(=O)N1C[C@H]2CON(C)[C@H]2C[C@H]1c1cccc(-c2ccccc2C)c1 do in these assays?
IDH1 R132H inh: 16%; USP1-UAF1 inh: -26%; TrxR1 substrate: 9%; Vif-A3F inh: -4%; TrxR1 inh: 21%; Vif-A3G inh: 2%; ALOX12 inh: inconclusive; RGS4 inh: -9%

How did COc1ccc(NC(=O)c2ccco2)cc1NC(=O)c1ccc(C)c(C)c1 do in these assays?
IDH1 R132H inh: -8%; USP1-UAF1 inh: inconclusive; RXFP1 ag: -1.7%; TrxR1 substrate: 2%; Vif-A3F inh: 8%; TrxR1 inh: 15%; Vif-A3G inh: 1%; ALOX12 inh: 3%; RGS4 inh: 5%

What do the screens show for `O=c1cc(CO)oc(CN2CCN(CCO)CC2)c1O`?
IDH1 R132H inh: 4%; USP1-UAF1 inh: 3%; RXFP1 ag: 0.3%; TrxR1 substrate: -8%; Vif-A3F inh: 6%; TrxR1 inh: -15%; Vif-A3G inh: -3%; ALOX12 inh: -1%; RGS4 inh: 47%

What do the screens show for `CCc1ccc(N/C(SCc2cccc(F)c2)=C(/C#N)C(=O)NCc2ccco2)cc1`?
IDH1 R132H inh: 1%; USP1-UAF1 inh: -19%; RXFP1 ag: 2.4%; TrxR1 substrate: -12%; Vif-A3F inh: -5%; TrxR1 inh: 2%; Vif-A3G inh: 0%; ALOX12 inh: -3%; RGS4 inh: 18%

How did Clc1cccc(OCc2nc(-c3ccncc3)n[nH]2)c1 do in these assays?
IDH1 R132H inh: -4%; USP1-UAF1 inh: -4%; RXFP1 ag: -0.3%; TrxR1 substrate: -5%; Vif-A3F inh: -21%; TrxR1 inh: 6%[57.1 µM]; Vif-A3G inh: -3%; ALOX12 inh: 31%; RGS4 inh: inconclusive

What do the screens show for `CCOc1ccc(S(=O)(=O)N2CCC(C(=O)NCc3ccncc3)CC2)cc1Cl`?
IDH1 R132H inh: -1%; USP1-UAF1 inh: -8%; RXFP1 ag: 1.6%; TrxR1 substrate: -2%[57.1 µM]; Vif-A3F inh: -7%; TrxR1 inh: -4%[57.1 µM]; Vif-A3G inh: -1%; ALOX12 inh: -3%; RGS4 inh: 8%

How did O=C(NCCN1CCOCC1)c1cc(-c2ccccc2Cl)nc2ccccc12 do in these assays?
IDH1 R132H inh: 2%; USP1-UAF1 inh: -16%; RXFP1 ag: -0.6%; TrxR1 substrate: -6%; Vif-A3F inh: -16%; TrxR1 inh: -1%; Vif-A3G inh: -2%; ALOX12 inh: 247%[activator]; RGS4 inh: -20%

Results for NC(=O)C1(N2CCCCC2)CCN(C(=O)c2cc(COc3c(F)cccc3F)on2)CC1 ?
IDH1 R132H inh: -8%; USP1-UAF1 inh: -17%; Vif-A3F inh: -7%; Vif-A3G inh: 6%; ALOX12 inh: -6%

What do the screens show for `COCCNC(=O)CCc1nnc(C2(c3ccc(Cl)cc3)CCC2)o1`?
IDH1 R132H inh: -2%; USP1-UAF1 inh: -23%; RXFP1 ag: -0.2%; TrxR1 substrate: 3%; Vif-A3F inh: -2%; TrxR1 inh: 15%; Vif-A3G inh: 0%; ALOX12 inh: -4%; RGS4 inh: -2%

How did O=C(O)c1ccc(NC(=O)c2cn(-c3ccccc3)nc2-c2ccccc2)cc1 do in these assays?
IDH1 R132H inh: -5%; USP1-UAF1 inh: -12%; RXFP1 ag: -0.2%; TrxR1 substrate: -8%; Vif-A3F inh: 14%; TrxR1 inh: -13%; Vif-A3G inh: -1%; ALOX12 inh: -3%; RGS4 inh: 4%

Results for Cc1nc2ccc3nc(NC(=O)c4ccco4)sc3c2s1 ?
IDH1 R132H inh: 4%; USP1-UAF1 inh: -19%; TrxR1 substrate: 5%; Vif-A3F inh: -5%; TrxR1 inh: -9%; Vif-A3G inh: 0%; ALOX12 inh: 0%; RGS4 inh: -32%

What do the screens show for `O=C(NCCc1csc(-c2ccc(C(F)(F)F)cc2)n1)c1cccs1`?
IDH1 R132H inh: 5%; USP1-UAF1 inh: inconclusive; RXFP1 ag: -1.0%; TrxR1 substrate: 9%[57.1 µM]; Vif-A3F inh: -2%; TrxR1 inh: 7%[57.1 µM]; Vif-A3G inh: -1%; ALOX12 inh: -1%[57.4 µM]; RGS4 inh: -3%

How did CCCCNc1nc(CC(C)=O)ns1 do in these assays?
IDH1 R132H inh: 1%; USP1-UAF1 inh: 1%; RXFP1 ag: 0.7%; TrxR1 substrate: -2%; Vif-A3F inh: 0%; TrxR1 inh: inconclusive; Vif-A3G inh: -5%; ALOX12 inh: 17%; RGS4 inh: -9%

What do the screens show for `Cc1cc(C)nc(-n2nc(C)c(Sc3ccc(F)cc3)c2N)n1`?
IDH1 R132H inh: 5%; USP1-UAF1 inh: -16%; RXFP1 ag: 3.8%; TrxR1 substrate: 8%; Vif-A3F inh: -6%; TrxR1 inh: 18%; Vif-A3G inh: -4%; ALOX12 inh: inconclusive; RGS4 inh: -4%

How did O=S(=O)(Nc1nc2ccccc2nc1NCc1ccco1)c1ccc(F)cc1 do in these assays?
IDH1 R132H inh: 0%; USP1-UAF1 inh: -19%; RXFP1 ag: 4.7%; TrxR1 substrate: 15%; Vif-A3F inh: 4%; TrxR1 inh: -7%; Vif-A3G inh: -1%; ALOX12 inh: 6%; RGS4 inh: -6%

Results for CN(CC(=O)Nc1ccccc1Br)C(=O)c1ccccc1OCc1ccccc1Cl ?
IDH1 R132H inh: -2%; USP1-UAF1 inh: -17%; TrxR1 substrate: -6%[57.1 µM]; Vif-A3F inh: 6%; TrxR1 inh: -4%[57.1 µM]; Vif-A3G inh: -7%; ALOX12 inh: -15%; RGS4 inh: 15%

How did O=c1cnnc(Nc2ccc(Nc3ccccc3)cc2)[nH]1 do in these assays?
IDH1 R132H inh: 5%; USP1-UAF1 inh: -4%; RXFP1 ag: 4.3%; TrxR1 substrate: 6%[57.1 µM]; Vif-A3F inh: -8%; TrxR1 inh: 20%[57.1 µM]; Vif-A3G inh: 1%; ALOX12 inh: -10%; RGS4 inh: 0%

What do the screens show for `O=c1sc(Nc2ccccc2)nc2ccccc12`?
IDH1 R132H inh: 1%; USP1-UAF1 inh: -19%; RXFP1 ag: 0.2%; TrxR1 substrate: 7%[57.1 µM]; Vif-A3F inh: -2%; TrxR1 inh: 8%[57.1 µM]; Vif-A3G inh: 0%; ALOX12 inh: 0%; RGS4 inh: -27%

What do the screens show for `CCC(=O)Nc1nnc(/C=C/c2ccc(OC)cc2)s1`?
IDH1 R132H inh: 9%; USP1-UAF1 inh: -7%; RXFP1 ag: -0.7%; TrxR1 substrate: 109%; Vif-A3F inh: 1%; TrxR1 inh: 60%[57.1 µM]; Vif-A3G inh: -5%; ALOX12 inh: 153%[activator]; RGS4 inh: -7%

How did Cc1ccc(C)c(OCCn2c(CCNC(=O)C3CCCCC3)nc3ccccc32)c1 do in these assays?
RXFP1 ag: -0.8%; TrxR1 substrate: 6%; TrxR1 inh: 10%; Vif-A3G inh: -1%; RGS4 inh: inconclusive

How did CC(=O)N1CCc2c(sc3c2c(=O)n(-c2ccccc2)c(=O)n3CC(=O)Nc2cccc(C)c2)C1 do in these assays?
IDH1 R132H inh: 2%; USP1-UAF1 inh: -15%; RXFP1 ag: -0.6%; TrxR1 substrate: -10%; Vif-A3F inh: 1%; TrxR1 inh: 0%; Vif-A3G inh: -18%; ALOX12 inh: inconclusive; RGS4 inh: 7%

How did CCOc1ccc(Nc2cc(C)c3ccccc3n2)cc1 do in these assays?
IDH1 R132H inh: -9%; USP1-UAF1 inh: inconclusive; RXFP1 ag: 0.2%; TrxR1 substrate: 13%; Vif-A3F inh: -22%; TrxR1 inh: 66%[activator]; Vif-A3G inh: -12%; ALOX12 inh: inconclusive; RGS4 inh: 22%

Pulled by compound from the list above:
What do the screens show for `O=C(NCCc1csc(-c2ccc(C(F)(F)F)cc2)n1)c1cccs1`?
IDH1 R132H inh: 5%; USP1-UAF1 inh: inconclusive; RXFP1 ag: -1.0%; TrxR1 substrate: 9%[57.1 µM]; Vif-A3F inh: -2%; TrxR1 inh: 7%[57.1 µM]; Vif-A3G inh: -1%; ALOX12 inh: -1%[57.4 µM]; RGS4 inh: -3%

What do the screens show for `CCC(=O)Nc1nnc(/C=C/c2ccc(OC)cc2)s1`?
IDH1 R132H inh: 9%; USP1-UAF1 inh: -7%; RXFP1 ag: -0.7%; TrxR1 substrate: 109%; Vif-A3F inh: 1%; TrxR1 inh: 60%[57.1 µM]; Vif-A3G inh: -5%; ALOX12 inh: 153%[activator]; RGS4 inh: -7%

Screening results deposited in PubChem by National Center for Advancing Translational Sciences (NCATS).

The list is partial; the hit share may differ from the screen's.
